Dynein cargo inh – dynein cargo transport inhibition; AID 1381; 3617.4 mouse cells, GR-EGFP nuclear translocation imaging; test concentration mostly 20 µM; stimulated with dexamethasone, 1 µM; stronger effect = lower value; z-score, hits read low; hit rate 0.47% among 220,000;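 active = plate z-score of nuclear minus cytoplasmic receptor signal below a set negative limit, without overly bright fluorescence or cell loss, cut at about -3.5 in these data, passing the limit was not always enough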;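 note: z-score of nuclear minus cytoplasmic ring GR-EGFP intensity difference per well; some compounds called inactive have numbers as strong as hits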
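Buffer or medium: Induction medium lacking tetracycline, stripped serum | Also added: Dexamethasone agonist, 1.0 µM final, for 30 min | Timing: 48 h induction, 1 h compound, 30 min dex at 37 °C | Detection: Formaldehyde fixation, Hoechst nuclear stain, 10x automated fluorescence imaging | Measure: Nuclear versus cytoplasmic GR-EGFP signal, averaged per well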
MT stabilizer – microtubule stabilization, imaging screen | HeLa tubulin immunostaining HCS, 24 h; share of cells brighter than vehicle mean+2SD | % tubulin-high responders, % at 10 µM | hit rate 0.83% among 200,000;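 active = plate Z-score above 3 for both tubulin-high and condensed-nucleus cell shares, with cell loss under 80%, at 10 µM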;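 note: anti alpha tubulin signal scored within the nucleus-defined area of each cell; some results filed as inactive read as strong as hits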
Ins promoter up – MIN6 insulin promoter up-regulation | MIN6 insulin promoter-GFP reporter, high-content imaging; stronger effect = higher value | AID 1625 | hit rate 0.3% among 190,000 | z-score at 5 µM;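 active = z-score above 3 at 5 µM with at least 500 cells counted in the well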
NOD2 inhibition – inhibition of NOD2-driven NF-kB reporter – cell-based, luminescence, uHTS, HEK293 (AID 1566); inhibition, % at 4 µM, or EC50 in µM where a hit was titrated; hit rate 0.63% among 290,000; HEK293 NOD2/NF-kB luciferase reporter, luminescence; higher % means a stronger effect; in the data active = inhibition above about 50%; note: many of its hits are not listed in these tables
bCat nuc transl – alters nuclear translocation of beta-catenin in HeLa cells; immunofluorescence imaging; nuclear translocation activity, % at 5 µM; hit rate 0.3% among 190,000; AID 1665;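 active = nuclear translocation activity above 50% at 5 µM, with a well cell count of 50 or more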;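 note: per-cell ratio of nuclear to cytoplasmic median beta-catenin stain intensity; plate controls were DMSO negative control for no effect and GSK-3 inhibitor IX positive control for full effect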
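Assay system: human HeLa cells, native beta-catenin; doses: 5 µM primary, 0.02–20 µM confirmation; incubation: compound treatment 24 h, 37°C, 5% CO2; technique: fluorescence imaging of beta-catenin antibody stain plus DAPI; measure: % activation, nuclear-to-cytoplasmic median beta-catenin signal ratio per cell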
Lipid droplet – hepatic lipid droplet formation modulation. inhibition, % at 6.5 µM. hit rate 0.4% among 240,000. AML12 mouse hepatocytes, oleate lipid droplets, BODIPY imaging;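 active = lipid droplet intensity inhibited by at least 50%, with more than 500 cells counted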
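System: AML12 hepatocytes (mouse). Probe or stimulus: oleic acid at 100 µM to induce lipid droplet formation. Times: overnight treatment with compound plus oleate. Detection: Image-based BODIPY and DAPI two-channel analysis. Evaluation: percent inhibition of filter-corrected integrated lipid droplet intensity per well.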
Autophagy HCS – alters autophagy in cells | MEF GFP-LC3 puncta imaging; test concentration mostly 10 µM | calls only at 10 µM (by protocol) | hit rate 0.98% among 190,000;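 active = percentage of spot-positive cells more than 3 SD above its plate mean, without a fluorescence outlier flag or 80% toxicity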;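 note: spot-positive cell cutoff set from DMSO-treated cells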
Yfh1-depleted yeast – enhancers of respiration in Yfh1-depleted yeast, dose response, Friedreich's ataxia, plus single-dose screen (AID 1465). S. cerevisiae Yfh1-off respiration, WST-1 reduction, 72 h; higher fold induction means a stronger effect. hit rate 0.074% among 220,000. fold induction at 50 µM; hits with a dose series show EC50 in µM;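 active = fold induction of absorbance versus untreated yeast above a set limit, then at least 30% activation at any dose in follow-up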;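 note: activators that raise dye reduction in frataxin-depleted yeast; strong numbers were not always called active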
WT yeast gro inh – growth inhibition of WT yeast, mitochondrial fusion screen | hit rate 2.1% among 190,000 | AID 1362 | inhibition, % at 10 µM | mitochondrial fusion phenotypic screen, WT strain; in the data active = inhibition above about 58%; tested in S. cerevisiae
WT yeast gro inh mutant strain – also measured in WT yeast gro inh; calls as there; inhibition, %; mitochondrial fusion phenotypic screen, mutant strain inhibition
Dynein cargo inh cytoplasmic EGFP – further read-out of Dynein cargo inh, marked with its call; z-score; measured here: cytoplasmic GR-EGFP intensity; stronger effect = higher value
Dynein cargo inh nuclear GR-EGFP – further read-out of Dynein cargo inh, marked with its call; z-score; measured here: nuclear GR-EGFP intensity;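 lower value marks the stronger effect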
Dynein cargo inh cell count – further read-out of Dynein cargo inh, marked with its call; z-score; measured here: cell count per field
Ins promoter up cell count – second read-out of Ins promoter up, no call of its own (marks repeat the call); cell count; measured here: cytotoxicity, nuclei count;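 total cells summed across four imaged fields per well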
Lipid droplet cells 6.5 µM – further read-out of Lipid droplet, marked with its call; cell count; measured here: cell count, cytotoxicity flag;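 cells counted across two imaged fields per well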
bCat nuc transl cell count 5 µM – also measured in bCat nuc transl; calls as there; cell count; measured here: cell count, cytotoxicity flag
MT stabilizer Hoechst-high % – recorded beside MT stabilizer, whose call it bears; % Hoechst-high responders; measured here: nuclear condensation Hoechst responders;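 share of cells brighter than vehicle mean plus two SD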
MT stabilizer cytotoxicity % – further read-out of MT stabilizer, marked with its call; toxicity, %; measured here: cytotoxicity by cell density;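 0% = mean cell density of plate MIN control wells and 100% = no cells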
Autophagy HCS cell loss 18 h – recorded beside Autophagy HCS, whose call it bears; toxicity, %; measured here: cell loss, nuclei count;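 cell loss after 18 h compound exposure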
An asterisk follows results filed as active; i = inactive; x = not tested or not shown. Not all compounds are listed, so the mix of outcomes need not match the whole.

(1) CC1=C(C(=O)N2CCOCC2)C(c2ccc(Br)cc2)NC(=S)N1c1ccccc1 (stereo not drawn)
(2) CCOc1ccc(NC(=O)N(CCN(C)C)C(C)c2ccncc2)cc1 (stereo not drawn)
(3) CC(C)CC1=NN(C(=O)c2cccnc2)C(O)(C(F)(F)F)C1 (stereo not drawn)
(4) CCOc1ccc(-c2nn3c(-c4ccc(F)cc4)nnc3s2)cc1
(5) COc1ccc(/C=C(\NC(=O)c2ccco2)C(=O)NCCc2nc3ccccc3[nH]2)cc1

assay / entry	1	2	3	4	5
Dynein cargo inh	-0.41	0.054	-0.6	-0.66	-0.28
Dynein cargo inh cytoplasmic EGFP	-0.31	-0.25	-0.059	-0.28	-0.29
Dynein cargo inh nuclear GR-EGFP	0.091	0.17	-0.43	-0.36	-0.18
Dynein cargo inh cell count	0.01	0.24	0.71	0.37	0.8
MT stabilizer	0.1	1.8	3.2	2.6	x
MT stabilizer Hoechst-high %	2.4	3.8	3.1	1.6	x
MT stabilizer cytotoxicity %	5.8	8.7	5.5	2.5	x
Ins promoter up	1.1	0.71	-0.15	x	0.21
Ins promoter up cell count	1316	925	1370	x	1495
NOD2 inhibition	5%	-4%	2%	x	12%
bCat nuc transl	-1.5	0.3	0.9	x	-3.9
bCat nuc transl cell count 5 µM	1133	1149	1077	x	1146
Lipid droplet	7	x	-4	x	2
Lipid droplet cells 6.5 µM	690	x	575	x	751
Autophagy HCS	i	i	i	i	x
Autophagy HCS cell loss 18 h	-3	-9	-18	-7	x
Yfh1-depleted yeast	i	i	i	i	i
WT yeast gro inh	6	-4	-17	x	x
WT yeast gro inh mutant strain	13	0	-18	x	x

Looked up by compound from the list above, 2 records:
(5) COc1ccc(/C=C(\NC(=O)c2ccco2)C(=O)NCCc2nc3ccccc3[nH]2)cc1
(3) CC(C)CC1=NN(C(=O)c2cccnc2)C(O)(C(F)(F)F)C1 (stereo not drawn)

assay / entry	5	3
Dynein cargo inh	-0.28	-0.6
Dynein cargo inh cytoplasmic EGFP	-0.29	-0.059
Dynein cargo inh nuclear GR-EGFP	-0.18	-0.43
Dynein cargo inh cell count	0.8	0.71
MT stabilizer	x	3.2
MT stabilizer Hoechst-high %	x	3.1
MT stabilizer cytotoxicity %	x	5.5
Ins promoter up	0.21	-0.15
Ins promoter up cell count	1495	1370
NOD2 inhibition	12%	2%
bCat nuc transl	-3.9	0.9
bCat nuc transl cell count 5 µM	1146	1077
Lipid droplet	2	-4
Lipid droplet cells 6.5 µM	751	575
Autophagy HCS	x	i
Autophagy HCS cell loss 18 h	x	-18
Yfh1-depleted yeast	i	i
WT yeast gro inh	x	-17
WT yeast gro inh mutant strain	x	-18

(more compounds)
(6) Cc1cccc(-n2[nH]c(C)c(C=Nc3ccc4[nH]c(=O)[nH]c4c3)c2=O)c1
(7) O=C(Nc1ccc2c(c1)OCCO2)c1ccc(CN2CCOCC2)cc1
(8) CCOC(=O)N1CCC(NC(=O)CSCc2nc(-c3ccc(OC)c(OC)c3)oc2C)CC1
(9) COc1ccc(N2C(=O)CC(N(Cc3ccc(S(N)(=O)=O)cc3)C(C)=O)C2=O)cc1 (stereo not drawn)
(10) COc1cc(OC)cc(C(C(=O)NC2CCCCC2)N(C(=O)c2ccno2)c2ccccc2)c1 (stereo not drawn)
(11) CCc1ccc(C(=O)COC(=O)C(Cc2ccccc2)NC(=O)C2CCC(C)CC2)cc1 (stereo not drawn)

assay / entry	6	7	8	9	10	11
Dynein cargo inh	7.9	-0.81	-0.63	-0.74	0.2	-0.8
Dynein cargo inh cytoplasmic EGFP	9.9	1.7	-0.34	1.1	-0.24	-0.22
Dynein cargo inh nuclear GR-EGFP	8.1	-0.21	-0.16	-0.058	-0.0086	0.19
Dynein cargo inh cell count	0.45	0.52	0.56	0.95	0.38	1.1
MT stabilizer	2.8	1.6	6.4	4.2	3.6	1.9
MT stabilizer Hoechst-high %	2.6	1.0	2.4	2.3	1.4	2.1
MT stabilizer cytotoxicity %	2.7	2.9	6.3	2.4	1.3	10
Ins promoter up	0.01	-1.2	-0.11	0.13	x	-0.37
Ins promoter up cell count	1522	1265	1237	1121	x	1625
NOD2 inhibition	5%	-21%	12%	4%	2%	1%
bCat nuc transl	2.3	-4.3	-1.3	-0.6	0.9	0.7
bCat nuc transl cell count 5 µM	965	857	822	1057	504	1345
Lipid droplet	-3	x	x	9	-2	x
Lipid droplet cells 6.5 µM	606	x	x	615	761	x
Autophagy HCS	i	i	i	i	i	i
Autophagy HCS cell loss 18 h	1	13	-14	1	0	-20
Yfh1-depleted yeast	i	i	i	i	x	i
WT yeast gro inh	2	-7	6	-5	-17	32
WT yeast gro inh mutant strain	23	6	34	13	-3	-7

Ordered by the number under Dynein cargo inh cytoplasmic EGFP (falling): 3 of the compounds above.
nr | SMILES | Dynein cargo inh cytoplasmic EGFP
10 | COc1cc(OC)cc(C(C(=O)NC2CCCCC2)N(C(=O)c2ccno2)c2ccccc2)c1 (stereo not drawn) | -0.24
4 | CCOc1ccc(-c2nn3c(-c4ccc(F)cc4)nnc3s2)cc1 | -0.28
8 | CCOC(=O)N1CCC(NC(=O)CSCc2nc(-c3ccc(OC)c(OC)c3)oc2C)CC1 | -0.34
